# EphB4 ephrin blk – EphB4-ephrin-B2 interaction antagonism; EphB4 LBD / TNYL-RAW-Alexa532 peptide, fluorescence polarization; inhibition, % at 7 µM; P54760; AID 720; hit rate 0.15% among 97,000;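 active means inhibition above the screen-wide mean inhibition plus 3 SD, cut at about 15% in these data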;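 further: 0% = DMSO wells and 100% = excess unlabeled TNYL-RAW peptide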
# Target sequence (P54760 whole entry, looked up, the tested form may be a part): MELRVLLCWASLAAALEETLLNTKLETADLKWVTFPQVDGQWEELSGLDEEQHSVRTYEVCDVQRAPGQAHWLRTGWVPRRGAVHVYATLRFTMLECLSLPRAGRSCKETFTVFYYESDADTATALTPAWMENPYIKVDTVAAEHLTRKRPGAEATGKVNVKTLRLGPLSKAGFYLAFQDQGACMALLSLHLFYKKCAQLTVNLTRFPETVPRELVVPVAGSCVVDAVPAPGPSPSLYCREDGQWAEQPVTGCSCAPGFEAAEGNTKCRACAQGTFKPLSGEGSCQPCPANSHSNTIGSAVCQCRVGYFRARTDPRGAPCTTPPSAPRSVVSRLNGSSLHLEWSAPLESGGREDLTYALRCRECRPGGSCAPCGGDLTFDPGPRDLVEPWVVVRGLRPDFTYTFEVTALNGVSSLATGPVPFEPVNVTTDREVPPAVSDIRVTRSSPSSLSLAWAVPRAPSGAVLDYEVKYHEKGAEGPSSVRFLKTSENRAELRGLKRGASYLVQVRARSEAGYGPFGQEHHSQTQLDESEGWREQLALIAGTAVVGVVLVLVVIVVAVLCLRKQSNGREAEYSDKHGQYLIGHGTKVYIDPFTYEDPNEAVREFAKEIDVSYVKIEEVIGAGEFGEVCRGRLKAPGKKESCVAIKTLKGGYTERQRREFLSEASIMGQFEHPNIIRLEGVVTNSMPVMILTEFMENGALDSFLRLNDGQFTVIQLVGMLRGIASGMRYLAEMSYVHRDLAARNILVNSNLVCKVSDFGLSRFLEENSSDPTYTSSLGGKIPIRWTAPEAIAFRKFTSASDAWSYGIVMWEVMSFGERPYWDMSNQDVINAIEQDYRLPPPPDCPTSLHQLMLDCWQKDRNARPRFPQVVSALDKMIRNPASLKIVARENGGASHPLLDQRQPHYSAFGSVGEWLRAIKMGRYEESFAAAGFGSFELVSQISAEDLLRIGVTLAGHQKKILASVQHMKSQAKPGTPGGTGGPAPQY
# PostGolgi yeast – growth inhibition of a yeast mutant, post-Golgi transport screen; post-Golgi transport phenotypic cell assay; inhibition, % at 10 µM; hit rate 0.9% among 98,000; AID 739; in the data active means inhibition above about 30%;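 further: yeast cells grown in 1536-well plates; yeast grown about 18 h at 30C before absorbance read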
# PTK2B oligo ant – antagonists of human Pyk2 oligomerization. Q14289. hit rate 0.83% among 99,000. z-score (the deposit names both 25 µM and 10 µM). Q293 cells, Pyk2 FERM NanoBiT luminescence; stronger effect = lower value;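 active means Z-score of -3 or lower, scaled per plate to the spread of control and sample wells; inactive means z-score above -3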;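 further: negative z-score means lost luminescence so less FERM oligomerization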
# Ecoli WT expand – E. coli BW25113 growth inhibition, expanded screen | growth inhibition, % at 100 µM | hit rate 0.15% among 98,000 | OD600 absorbance;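 active means growth inhibition above about 50% at one test dose, limit read from the data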;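 further: growth measured after 20 h incubation at 37 °C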
# Active calls of the source: *; x = no result given. Not all compounds are listed; the hit share may differ from the screen's.
Molecule	EphB4 ephrin blk	PostGolgi yeast	PTK2B oligo ant	Ecoli WT expand
CC(NC(=O)C1CC1)C(c1cccs1)N1CCN(c2ccccc2)CC1 (stereo unspecified)	x	6.9	x	-5.0
CCCOc1ccc2oc(=O)c3c(c2c1)CCCN3C(=O)CN1CCN(C(=O)c2ccco2)CC1	x	-4.0	x	6.0
Cc1ccccc1-n1c(Cn2c(=O)sc3ccccc32)nnc1SCC(=O)Nc1nccs1	x	3.9	x	-9.0
COc1ccc(CNC(=O)c2onc(C)c2Cl)cc1	x	6.6	x	-3.0
CC(C)Cc1cc(C(=O)NCCc2ccccc2)no1	x	-0.3	x	11.0
Cn1c(Cn2c(=O)sc3ccccc32)nnc1SCC(=O)N1CCOCC1	x	-9.3	x	5.0
C=CCSc1nc2sc(C)c(C)c2c(=O)[nH]1	x	-0.5	x	-4.0
Cn1c(Cn2c(=O)sc3ccccc32)nnc1SCC(=O)NC1CCCC1	x	-0.2	x	-16.0
C=CCn1cnc2c(c1=O)c1nc3ccccc3nc1n2-c1ccc(C)cc1	x	-8.7	x	2.0
COc1cc(NC(=O)c2onc(C)c2Cl)c(OC)cc1Cl	x	2.6	x	-9.0
CCCCn1c(CN2CCN(C(=O)c3ccco3)CC2)nc2c1c(=O)n(C)c(=O)n2C	x	3.5	x	-3.0
C=CCSc1nnc(Cn2c(=O)sc3ccccc32)n1C	x	8.8	x	-8.0
O=C(Nc1nc(-c2ccccn2)cs1)C1COc2ccccc2O1 (stereo unspecified)	x	31.4*	x	11.0
COC(=O)C(C)Sc1ccc2nnc(-c3cccc(F)c3)n2n1 (stereo unspecified)	x	10.8	x	-2.0
Cc1ccccc1-n1c(=O)cc(N2CCCCCC2)[nH]c1=O	x	2.7	x	-1.0
CC(=O)c1ccc(NC(=O)CSc2nnc(Cn3c(=O)sc4ccccc43)n2C)cc1	x	3.0	x	-8.0
Cn1c(Cn2c(=O)sc3ccccc32)nnc1SCC(N)=O	x	2.6	x	-3.0
Cn1c(Cn2c(=O)sc3ccccc32)nnc1SCC(=O)Nc1ccc2c(c1)OCO2	x	-1.1	x	-13.0
CCOc1cc(-c2cc(N)n[nH]2)cc(OCC)c1OCC	x	6.0	x	-4.0
CCN(c1ccccc1)c1cc(C)nc2nc(C)nn12	x	6.8	x	-2.0
Cc1cc(N2CCOCC2)nc2cc(O)ccc12	x	5.5	x	-3.0
COc1cccc(C(c2sc3nc(C)nn3c2O)N2CCN(c3ccccc3F)CC2)c1 (stereo unspecified)	x	0.7	x	8.0
Cc1ccc2oc(=O)c3cnn(CC(=O)NCCN(C)C)c3c2c1	x	1.4	x	-2.0
CC1CN(S(=O)(=O)c2ccc(C(=O)Nc3sc4c(c3C(N)=O)CCN(C)C4)cc2)CC(C)O1 (stereo unspecified)	x	3.4	x	-1.0
O=C(NCCc1c[nH]c2ccccc12)c1cnc2n(c1=O)CCS2	x	5.5	x	6.0
Cc1cc(NC(=O)CN2C(=O)CC(c3ccco3)Sc3ccccc32)no1 (stereo unspecified)	x	-12.4	x	3.0
CCOC(=O)Cn1c(C(C)=O)nc2ccccc21	x	3.4	x	-1.0
CCN(CC)c1ccc2c(c1)CCCN2	x	5.8	x	9.0
CCCSc1nnc(Cn2c(=O)sc3ccccc32)n1C	x	3.0	x	-3.0
COc1ccccc1-c1cc(N)n(S(=O)(=O)c2ccc(F)c(C)c2)n1	x	-0.3	x	-2.0

# The final five compounds of the section before are carried over, then new ones follow:
Molecule	EphB4 ephrin blk	PostGolgi yeast	PTK2B oligo ant	Ecoli WT expand
Cc1cc(NC(=O)CN2C(=O)CC(c3ccco3)Sc3ccccc32)no1 (stereo unspecified)	x	-12.4	x	3.0
CCOC(=O)Cn1c(C(C)=O)nc2ccccc21	x	3.4	x	-1.0
CCN(CC)c1ccc2c(c1)CCCN2	x	5.8	x	9.0
CCCSc1nnc(Cn2c(=O)sc3ccccc32)n1C	x	3.0	x	-3.0
COc1ccccc1-c1cc(N)n(S(=O)(=O)c2ccc(F)c(C)c2)n1	x	-0.3	x	-2.0
Cc1ccc(-c2nnc(SCC(=O)N3CC(C)CC(C)C3)o2)cc1C (stereo unspecified)	x	2.4	x	-8.0
COC(=O)c1cc(NC2c3ccccc3C(=O)N2c2ccc(Cl)cn2)cc(C(=O)OC)c1 (stereo unspecified)	x	7.2	x	-4.0
CCOC(=O)c1nc(-c2ccc3c(c2)OCO3)[nH]c1C	x	6.6	x	-2.0
O=C(Nc1nc(-c2nc3ccccc3s2)cs1)C1COc2ccccc2O1 (stereo unspecified)	x	0.5	x	-5.0
CSc1nnc(Cn2c(=O)sc3ccccc32)n1C	x	-2.9	x	4.0
CCc1cc2c(=O)c(-c3nc4ccccc4n3C)c(C)oc2c(CN2CCN(C)CC2)c1O	x	1.0	x	4.0
CCOc1ccccc1Nc1cc(C)nc2nc(C)nn12	x	0.3	x	-7.0
CCN(c1ccccc1)c1cc(C)nc2ncnn12	x	1.9	x	-4.0
COc1ccc(NC(=O)c2cnc3n(c2=O)CCS3)cc1OC	x	6.0	x	4.0
COc1ccc(-n2ncc3c(N4CCCCC4)ncnc32)cc1	x	17.5	x	2.0
CCOc1ccccc1N(CC)C(=O)Cn1ncc2c(=O)oc3ccccc3c21	x	-0.5	x	-3.0
COc1ccc(NC(=O)CSc2nnc(Cn3c(=O)sc4ccccc43)n2C)cc1	x	-0.2	x	-4.0
CCSc1nnc(Cn2c(=O)sc3ccccc32)n1-c1ccccc1C	x	-2.2	x	14.0
Cc1noc(C(=O)NCc2ccco2)c1Cl	x	2.2	x	12.0
COc1cccc(N2CCN(c3ncnc4c3[nH]c3ccccc34)CC2C)c1 (stereo unspecified)	x	6.9	x	-14.0
CCOC(=O)c1ccc(NC(=O)CN2CCN(CCN=CC3=C(O)CC(C)(C)CC3=O)CC2)cc1	x	-4.1	x	-7.0
O=C(Nc1cnn(Cc2ccc(Cl)cc2Cl)c1)c1noc2c1CCCC2	x	-5.1	x	-6.0
CCOCCCNC(=O)Cc1c(C(=O)O)[nH]c2ccc(Cl)cc12	-3.6	9.5	x	-4.0
COC(=O)C1=C(C)N(C)C(=O)NC1c1ccc(O)c(OC)c1 (stereo unspecified)	-0.1	-2.2	x	-5.0
COC(=O)CSc1nnc(-c2ccccn2)n1Cc1ccco1	-5.4	4.2	x	-5.0
Cn1c(=O)c2c(SCC(=O)N3CCOCC3)nc(CC(C)(C)C)nc2n(C)c1=O	-7.0	-5.5	x	7.0
CCCC(=O)Nc1nc2ccc(S(=O)(=O)N3CCCCC3)cc2s1	-2.9	6.8	x	-7.0
CCCNC(=O)c1noc2c1CCc1ccccc1-2	2.9	0.5	x	9.0
CCOC(=O)CSC(C)C(=O)Nc1nnc(C(C)C)s1 (stereo unspecified)	0.5	1.2	x	2.0
CCn1c(NC(=O)c2cccc(Cn3cc(Cl)cn3)c2)nc2ccccc21	0.3	4.7	x	-3.0
CC(C)(C)NS(=O)(=O)c1cccc(S(=O)(=O)c2cccc(S(=O)(=O)NC(C)(C)C)c2)c1	-1.2	-5.0	x	-1.0
CCc1nnc(NC(=O)CSc2nnc(Cc3cccn3C)n2CCOC)s1	-1.4	0.0	x	1.0
O=c1cc(CSc2nnc(-c3ccccc3)o2)c2ccccc2[nH]1	-6.8	-0.2	x	-11.0
CCOC(=O)C1C2C=CC3(CN(c4ccc(Cl)c(F)c4)C(=O)C13)O2 (stereo unspecified)	4.0	-0.2	x	8.0
COc1ccc(-c2nc(C#N)c(NCCN(C)C)o2)cc1	1.6	1.1	x	-2.0
CC1Cc2nc(SCC(=O)N3CCCc4ccccc43)n(C)c(=O)c2S1 (stereo unspecified)	9.1	5.8	x	-1.0
CCc1cccc(NC(=O)Cn2cc3c(n2)CCCC3)c1	-2.2	7.7	x	4.0
O=C1c2oc3ccc(Cl)cc3c(=O)c2C(c2ccco2)N1CCN1CCOCC1 (stereo unspecified)	6.7	1.3	x	-2.0
COc1ccccc1S(=O)(=O)Cc1ccc(C(=O)N2CCOCC2)o1	-5.4	2.7	x	1.0
COc1ccc(NS(=O)(=O)c2coc(C(N)=O)c2)cc1Cl	-4.0	0.0	x	-3.0
COc1ccc(-c2nnc3sc(C(C)N4C(=O)c5ccccc5C4=O)nn23)cc1 (stereo unspecified)	-4.6	5.6	x	-3.0
O=C(CSc1nc2c([nH]c3ccccc32)c(=O)n1-c1cccc(Cl)c1)N1CCOCC1	1.5	-1.8	x	-7.0
CNC(=O)c1cc2c(ccc3ccccc32)oc1=N	5.7	-0.9	x	7.0
CCOC(=O)COc1cccc2c(=O)n(CC(=O)NCc3ccc4c(c3)OCO4)ccc12	-2.6	0.0	x	0.0
CC1CCCN(C(=O)c2cc3c(-c4ccc(Cl)cc4)nn(C)c3s2)C1 (stereo unspecified)	-7.3	-0.6	x	2.0
CCN(CC)CCNC(=O)c1ccc(CS(=O)(=O)c2ccc(Br)cc2)o1	-3.5	0.2	x	-7.0
COc1ccc(C(=O)NCC(c2cccnc2)N2CCN(c3ccc(F)cc3)CC2)cc1OC (stereo unspecified)	6.2	-1.6	x	-12.0
Cc1ccc(CNc2oc(-c3ccco3)nc2C#N)cc1	2.2	-14.1	x	-1.0
CCCNc1ncnc2c1cnn2-c1ccc(OC)cc1	-1.0	7.7	x	9.0
CCC(C)NC(=O)c1cn(CC)c2ccc(S(=O)(=O)N(C)C)cc2c1=O (stereo unspecified)	-6.9	-0.8	x	4.0
CCCCN(C)C(=O)c1ccc(CS(=O)(=O)c2ccccc2C)o1	-1.0	0.0	x	-9.0
CCn1cc(C(=O)NCCCOC)c(=O)c2cc(S(=O)(=O)N(C)C)ccc21	-2.4	0.5	x	-6.0
O=C(CN1CCCN(S(=O)(=O)c2ccc(Br)cc2)CC1)Nc1ccc2c(c1)OCO2	2.0	0.3	x	-8.0
Cn1cnc2cc(NC(=O)c3ccc(Cl)cc3)ccc21	-7.7	-1.0	x	2.0
C=CCNc1nc2c(c(=O)[nH]c(=O)n2C)n1Cc1cccc(C)c1	13.1	-3.0	x	6.0
O=C(COc1ccc(F)cc1)Nc1nccs1	-8.6	-1.2	x	8.0
Cn1c(NC(=O)c2cccc(C(F)(F)F)c2)cc(=O)n(C)c1=O	-1.2	-12.9	x	10.0
Cc1ccc(-c2[nH]nc3c2C(c2ccccc2OC(=O)N2CCOCC2)C(C#N)=C(N)O3)cc1 (stereo unspecified)	5.3	-7.7	x	5.0
CCC(=O)Nc1c(OC(=O)CC)ccc2c(C)cc(=O)oc12	1.6	1.6	x	2.0
COc1ccc(-c2cc(C(F)(F)F)nc(SCCC(=O)NCc3ccco3)n2)cc1	4.0	-2.8	x	-10.0
CCn1c(SCC(=O)Nc2cccc(F)c2)nc2c(c1=O)SC(C)C2 (stereo unspecified)	-4.6	1.9	x	3.0
Cn1c(=O)c2c(nc(NCc3ccccc3)n2Cc2ccc(F)cc2)n(C)c1=O	2.0	-2.5	x	4.0
CC1CCc2nn(CC(=O)N3CCN(C(=O)c4ccco4)CC3)cc2C1 (stereo unspecified)	-3.4	4.7	x	4.0
COc1ccc(-c2nc(CS(=O)CC(=O)NCc3ccccn3)c(C)o2)cc1 (stereo unspecified)	2.4	6.8	x	4.0
CC(=O)NCCc1nc2ccccc2[nH]1	-4.2	1.9	x	-4.0

# The listing continues.
SMILES	EphB4 ephrin blk	PostGolgi yeast	PTK2B oligo ant	Ecoli WT expand
CC(C)c1nc(SCC(=O)Nc2cccc(C(F)(F)F)c2)c2c(=O)n(C)c(=O)n(C)c2n1	-7.4	-12.0	x	2.0
O=C(Nc1ccccc1Cl)c1ccc(S(=O)(=O)N2CCOCC2)cc1	3.9	-1.0	x	2.0
O=C(CSc1ccc2nnc(-c3ccccn3)n2n1)NCc1ccco1	-5.8	1.4	x	4.0
CCN(CC)CCNc1ncnc2c1[nH]c1ccc(OC)cc12	-0.2	-18.8	x	8.0
CCOc1ccc(N(CC(=O)NC2CCCCC2)S(=O)(=O)c2c(C)noc2C)cc1	-0.3	-1.4	x	-14.0
O=c1[nH]c2cc3c(cc2cc1C(c1nnnn1CC1CCCO1)N1CCCCCC1)OCO3 (stereo unspecified)	0.7	-8.5	x	1.0
Cc1ccc(S(=O)(=O)CCSc2cccc(C(=O)Nc3ccccc3C(=O)O)c2)cc1	x	x	-2.38	x
Cc1ccc(NC(=O)NC(=O)N(C(C)C)S(C)(=O)=O)nc1	x	x	0.18	x
CS(=O)(=O)c1ccc(Sc2nc3ccccc3s2)c([N+](=O)[O-])c1	x	x	1.99	x
Cc1cccc(NC(=O)C2CC(=O)N/C(=N/N=C/c3ccco3)S2)c1 (stereo unspecified)	x	x	2.02	x
COc1cc(C(=O)NCc2ccc(C)cc2)ccc1OC(F)F	x	x	0.64	x
